# Source: PubChem BioAssay (several laboratories)
# Hsp70 act – switches on Hsp70 transcription | HeLa Hsp70 promoter luciferase reporter, luminescence; scaled: vehicle 0, proteasome-inhibitor control 100% | activation, % at 10 µM | actives 0.04% (n = 200,000);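 active = activation above the mean across all tested compounds plus 3 SD, cutoff set per campaign, cut at about 5.5% in these data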;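 note: 100% = MG132 at 30 µM as the positive control and 0% = DMSO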
# STAT1 inh – reduces IFN-gamma driven STAT1 reporter signal; NIH 3T3 STAT1-luciferase reporter, luminescence; inhibition, % at 5.5 µM; actives 0.35% (n = 200,000); AID 920;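 active = inhibition above a set limit, the mean inhibition across all tested compounds plus 3 SD, cut at about 34% in these data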;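 note: 0% = IFN-gamma with DMSO and 100% = IFN-gamma with 300 µM nifuroxazide; values of inactives mirror those of a sister screen read the other way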
# APP 5UTR inh – APP translation inhibition; actives 0.82% (n = 190,000); SH-SY5Y APP 5'UTR-luciferase reporter, luminescence; inhibition, % at 2 µM;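 active = inhibition above a set limit, derived from the sample mean plus 3 SD, cut at about 45% in these data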; note: values of inactives mirror those of a sister screen read the other way
# G6PDH CS – counter-screen for G6PDH assay hits: L. mesenteroides G6PDH inhibition; inhibition, % at 5 µM; actives 0.12% (n = 200,000); AID 1020; Purified L. mesenteroides G6PDH, diaphorase/resazurin coupled fluorescence, 45 min; in the data active = inhibition above about 50%
# Diaph act CS – counter-screen for diaphorase-based assays: diaphorase activators and chemical reducers | activation factor at 20 µM | actives 0.005% (n = 190,000) | Diaphorase/resazurin coupled assay, resorufin fluorescence, 16 min; active compounds read high; 1 = vehicle wells, 0 = NADH-free wells;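 active = diaphorase activity raised at least twofold by the compound at 20 µM; inactive = activation factor below 2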
#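 System – purified diaphorase enzyme from Clostridium kluyveri · Input – enzyme 0.07 U/mL final · Also added – final NADH 0.114 mM, resazurin 0.1 mM · Measured by – fluorescence of resorufin, 544 nm excitation, 590 nm emission · Timing – 16 min enzyme reaction, ambient temperature · Measure – resorufin increase flagging diaphorase activators or reducers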
# STAT3 inh – STAT3 signaling inhibition; U3A cells, IL-6 STAT3-luciferase reporter, luminescence; host cell line lacks STAT1; inhibition, % at 5.5 µM; actives 0.89% (n = 190,000); AID 862;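 active = inhibition above the mean inhibition across all screened compounds plus 3 SD, cut at about 44% in these data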;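 note: 0% = DMSO only wells and 100% = 100 µM nifuroxazide control wells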
# STAT3 activator – STAT3 signaling activation | U3A cells, IL-6 STAT3-luciferase reporter, luminescence; 100% = signal with IL-6 EC80 alone | activation (% of control), % at 5.6 µM | actives 0.91% (n = 190,000);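 active = activation above the screen-wide mean of compound activation plus 3 SD, cut at about 130% in these data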;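 note: 0% = background luminescence of wells with medium and substrate only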
#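 Detection: reporter luminescence signal / Assay system: STAT1-lacking human U3A cells, STAT3 luciferase reporter / Incubation: compound pre-incubation 1 h before IL-6, then 6 h stimulation at 37 °C / Control set: IL-6-only high control / Read-out: % activation relative to IL-6 control / Probe or stimulus: Interleukin-6, 33 ng/mL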
# STAT1 act – increases IFN-gamma driven STAT1 reporter signal. AID 932. NIH 3T3 STAT1-luciferase reporter, luminescence; 100% = IFN-gamma alone, no compound. actives 2.6% (n = 200,000). activation (% of control), % at 5.5 µM;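 active = activation above the screen-wide mean activation plus 3 SD, cut at about 130% in these data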;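 note: raw ratio to IFN-gamma control signal so 100% means no change and 0% no light; values of inactives mirror those of a sister screen read the other way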
# TLR4-MyD88 BLA – TLR4-MyD88 interaction inhibition in cells; O00206+Q99836; HeLa CL3-4 TLR4/MyD88 BLA complementation, FRET ratio; inhibition, % at 8.4 µM; actives 0.18% (n = 200,000); AID 861; in the data active = inhibition above about 25%;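 note: 0% = vehicle and 100% = reference inhibitor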
# Target sequence (O00206 whole entry, looked up): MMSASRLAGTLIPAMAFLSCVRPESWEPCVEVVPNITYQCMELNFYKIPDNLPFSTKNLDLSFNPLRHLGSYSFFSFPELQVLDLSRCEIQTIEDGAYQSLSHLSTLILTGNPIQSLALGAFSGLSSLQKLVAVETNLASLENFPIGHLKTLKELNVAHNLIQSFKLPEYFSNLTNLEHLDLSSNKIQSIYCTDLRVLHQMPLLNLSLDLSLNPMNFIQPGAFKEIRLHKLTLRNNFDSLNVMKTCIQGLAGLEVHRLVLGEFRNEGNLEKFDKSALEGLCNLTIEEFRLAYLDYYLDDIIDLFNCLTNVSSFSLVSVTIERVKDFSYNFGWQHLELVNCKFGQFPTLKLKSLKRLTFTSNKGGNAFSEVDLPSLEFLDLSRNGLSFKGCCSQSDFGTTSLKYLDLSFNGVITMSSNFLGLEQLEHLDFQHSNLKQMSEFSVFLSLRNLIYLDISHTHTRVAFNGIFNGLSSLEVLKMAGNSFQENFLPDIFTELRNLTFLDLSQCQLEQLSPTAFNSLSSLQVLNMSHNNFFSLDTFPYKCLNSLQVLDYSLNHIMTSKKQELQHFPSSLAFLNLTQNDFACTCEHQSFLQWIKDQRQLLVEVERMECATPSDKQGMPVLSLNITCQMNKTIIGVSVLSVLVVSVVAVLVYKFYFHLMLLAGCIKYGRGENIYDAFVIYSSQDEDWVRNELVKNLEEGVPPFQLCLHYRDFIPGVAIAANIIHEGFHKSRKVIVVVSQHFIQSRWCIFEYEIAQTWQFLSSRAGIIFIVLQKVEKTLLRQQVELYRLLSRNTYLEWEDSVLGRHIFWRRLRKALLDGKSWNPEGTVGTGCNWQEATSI
# Target sequence (Q99836 whole entry, looked up): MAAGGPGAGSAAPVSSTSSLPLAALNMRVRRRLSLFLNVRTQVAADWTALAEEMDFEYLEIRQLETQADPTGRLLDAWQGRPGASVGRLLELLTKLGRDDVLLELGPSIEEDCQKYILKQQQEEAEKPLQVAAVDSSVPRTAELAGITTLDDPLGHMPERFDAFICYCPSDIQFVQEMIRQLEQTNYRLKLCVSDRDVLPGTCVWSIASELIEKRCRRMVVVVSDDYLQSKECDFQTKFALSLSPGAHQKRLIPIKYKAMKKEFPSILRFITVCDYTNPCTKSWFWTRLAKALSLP
# Diaph inh CS – diaphorase inhibition or chemical oxidation counter-screen. diaphorase resazurin-to-resorufin fluorescence, NADH, 16 min; bacterial (C. kluyveri) enzyme, not human. inhibition, % at 20 µM. actives 0.69% (n = 190,000);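 active = primary screen inhibition at 20 µM above a set limit, cut at about 50% in these data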;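 note: plate controls were DMSO with full reaction for no effect and wells lacking NADH for full effect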
#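 material = Clostridium kluyveri diaphorase enzyme | amount = 0.14 U/mL diaphorase, enzyme working solution | schedule = incubation 16 min, room temperature | detection = fluorescence of resorufin formed from resazurin, Ex 544/Em 590 nm | benchmarks = positive control minus NADH, DMSO neutral control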
# * = called active by the depositor; x = not tested or not shown. Compounds were not picked by outcome, and some 6.1% of all compounds hit somewhere here.
SMILES,Hsp70 act,STAT1 inh,APP 5UTR inh,G6PDH CS,Diaph act CS,STAT3 inh,STAT3 activator,STAT1 act,TLR4-MyD88 BLA,Diaph inh CS
CCn1c(SCC(=O)N2CCN(c3cccc(Cl)c3)CC2)nc2ccccc2c1=O,0.0,10.1,-15.9,3.6,0.7,1.9,101.9,90.6,6.3,31.5
CC1CN(C(=O)c2cccc(C(=O)N3CC(C)OC(C)C3)c2)CC(C)O1 (centres undefined),-0.4,-1.1,-5.9,-1.0,0.8,3.4,102.3,101.0,0.4,20.4
COc1ccc(N=Cc2ccc(-c3ccccc3)o2)cc1,0.0,-2.5,-13.0,12.1,1.1,-5.9,109.1,100.7,-0.2,-6.5
CCc1ccc(NC(=O)CS(=O)CC(=O)NCCCc2ccccc2)cc1 (centres undefined),-0.3,-2.6,16.4,4.8,1,7.8,99.9,102.3,4.9,2.3
O=C1C(=C2CCCCC2)SC(=S)N1Cc1ccco1,0.3,18.4,20.1,1.7,0.8,-14.6,113.7,82.9,4.9,15.9
COCCNC(=O)Cn1cc(C(=S)N2CCCCC2)c2ccccc21,-0.3,8.3,3.6,1.3,0.9,1.6,100.6,90.7,0.5,7.1
Cc1[nH]n(-c2cccc(Cl)c2)c(=O)c1/C=N/n1c(C)nc2ccccc2c1=O,-0.4,-8.7,-3.2,3.6,0.9,-5.8,105.9,104.7,0.4,11.6
CCc1ccc(N(C(C)=O)C2C=CS(=O)(=O)C2)cc1 (centres undefined),0.0,-5.8,-16.9,-7.8,0.8,7.8,95.8,105.3,1.4,19.0
C#CCOCCOCCOCCNc1nc(N2CCN(C(=O)[C@H]([C@@H](C)CC)n3cc([C@@H](N)CC(C)C)nn3)CC2)nc(N2CCN(C(=O)[C@H](CCCCN)n3cc([C@@H](N)CC(C)C)nn3)CC2)n1,0.0,5.3,-1.7,23.9,1.4,x,x,96.5,-1.3,-38.5
CN=c1scc(-c2ccccc2Br)n1/N=C/c1ccc[nH]1,-0.3,15.9,-174.2,1.9,0.8,57.6*,55.6,84.2,10.6,15.1
O=C(CSc1nnc2ccc(-c3ccncc3)nn12)N1CCCCC1,-0.1,4.7,5.2,0.3,0.9,7.8,96.8,95.3,6.9,5.5
COc1ccc(/C=N/n2c(-c3cccs3)n[nH]c2=S)cc1,-0.2,-8.2,-8.4,-0.1,0.4,24.0,82.2,107.4,-9.2,64.3*
O=C(CSc1ncn[nH]1)Nc1nsc(-c2ccccc2)n1,-0.4,-7.0,-2.5,7.4,0.8,11.6,93.7,106.1,-3.4,16.8
Cc1ccc(NC(=O)CN(c2ccc(Cl)cc2)S(=O)(=O)c2cc([N+](=O)[O-])ccc2Cl)c(C)c1,-0.1,2.6,-17.5,6.8,0.6,-7.6,110.8,96.3,3.5,41.5
CC(=O)Cc1nsc(NC(=O)c2c(-c3ccccc3Cl)noc2C)n1,-0.1,-6.3,5.4,10.5,0.9,-0.4,103.8,105.9,-3.3,12.5
O=C(CCN1C(=O)c2ccc([N+](=O)[O-])cc2C1=O)Nc1nccs1,0.2,-0.4,-9.4,0.0,0.9,7.4,98.3,100.0,-5.8,9.6
O=C(OCN1C(=O)c2ccccc2C1=O)c1ccc2c(=O)n3c(nc2c1)CCC3,-0.3,-9.6,2.8,x,x,10.8,95.6,108.8,4.5,x
O=C(CSc1nc(-c2ccc(F)cc2)cs1)Nc1ccccn1,-0.1,-1.7,5.6,10.4,0.9,1.4,98.1,101.5,13.7,9.3
COCCOC(=O)C1=C(C)N=c2s/c(=C\c3cccs3)c(=O)n2C1c1cccs1 (centres undefined),-0.6,0.5,-65.3,-32.6,0.8,20.3,85.4,99.5,-2.2,15.4
Cn1nc(C(F)(F)F)c2cc(NC(=O)OCC(C)(C)C)sc21,-0.5,3.6,-7.1,-4.1,1,18.3,87.4,96.8,-0.4,1.0
CC(C)Cc1ccc(-c2cc(=O)[nH][nH]2)cc1,-0.1,-18.6,8.4,-7.0,1,3.3,102.7,114.8,10.8,-1.4
Cc1ccccc1OCC(=O)NC(=S)Nc1ccc(Br)c(C)n1,0.0,-6.0,-10.4,5.8,0.9,16.3,90.7,105.4,1.0,9.8
COCCN(C(=S)Nc1cccc(OC)c1)C1CCN(C(C)=O)CC1,-0.2,3.7,-1.3,3.6,1,10.5,89.4,96.7,-10.4,0.0
CC(C)Nc1nc(Oc2ccc(Cl)cc2)cc(C(F)(F)F)n1,0.0,4.8,6.0,6.4,1,4.8,100.8,95.7,-1.2,0.1
CCc1nnc(NC(=O)CSc2nnc(Cc3cccn3C)n2C)s1,-0.2,0.6,7.1,10.5,1,7.1,101.6,99.5,-3.5,3.3
S=C(Nc1ccccc1)N1CCN(c2ccc(N3CCOCC3)nn2)CC1,-0.2,3.7,-3.2,-1.2,0.9,5.2,102.1,96.3,-6.4,10.2
CCc1ccc(OCC(=O)NNC(=O)Cc2cccs2)cc1,-0.2,3.9,-6.0,-1.8,0.9,3.1,99.3,96.5,-12.4,11.1
CC(C)CC(C(=O)NC1CCCC1)N(Cc1ccc2c(c1)OCO2)C(=O)c1snc(C(N)=O)c1N (centres undefined),0.1,1.1,7.2,28.0,0.9,-6.5,108.7,97.0,8.3,13.6
COc1cccc(Cn2c(=O)ccc3ccccc32)c1,-0.1,0.2,-23.5,-2.4,1.1,-3.3,104.8,99.2,-2.9,-7.9
Cc1c(Br)cc(C(=O)N2CCCC2)c(C)c1C,0.6,0.5,-5.2,14.4,1,-3.6,109.3,99.6,2.6,1.5
COc1ccc(C(=O)NNC(=O)CSc2nc3c(c(=O)n(C)c(=O)n3C)n2C)cc1,-0.2,-7.8,-2.1,4.1,0.9,-7.0,107.2,106.2,9.0,13.0
CC(=O)Nc1ccc(OC(=O)c2c(-c3ccccc3Cl)noc2C)cc1,-0.4,8.5,-14.0,4.5,0.9,3.7,99.1,92.4,-10.9,10.9
COc1ccc(OCC(O)CN2C(=O)NC(C)(C)C2=O)cc1 (centres undefined),-0.2,-4.4,8.7,-1.1,0.8,5.3,101.7,104.0,9.9,17.5
CCn1c(SCC(=O)Nc2ccccc2F)nc2c(c1=O)SC(C)C2 (centres undefined),-0.3,4.2,9.3,8.3,0.9,7.3,97.9,96.2,-0.9,11.8
O=C1OCCC1Sc1ncnc2sc3c(c12)CCC3 (centres undefined),-0.2,0.8,-3.7,4.9,0.9,-1.4,104.2,99.3,-3.9,10.2
O=C(CCNS(=O)(=O)c1cccc2nsnc12)N1CCc2ccccc21,-0.1,7.4,-7.0,-7.8,0.9,-3.6,110.0,93.2,-11.8,8.8
CC(C)Cn1c(SCc2nc3ccccc3c(=O)[nH]2)nc2ccccc2c1=O,-0.2,6.2,-9.4,5.5,1,-4.0,112.3,94.4,-5.8,-1.1
O=C(CCNC(=O)Cn1ccc2ccccc2c1=O)NCc1ccccn1,-0.1,-6.6,2.2,1.1,1,6.2,101.4,104.8,-3.3,3.0
CC(C)C(NC(=O)c1ccccc1Br)c1ccccc1 (centres undefined),-0.3,1.7,-7.2,2.7,0.9,1.8,102.6,95.8,16.4,14.8
Cc1cc(C)cc(-c2nnc(SCC(=O)NCc3cccs3)o2)c1,-0.1,3.5,-10.5,-31.9,0.8,-4.7,103.7,96.8,9.7,23.9

# Reprinted at random: 6 entries already listed, in no set order.
SMILES,Hsp70 act,STAT1 inh,APP 5UTR inh,G6PDH CS,Diaph act CS,STAT3 inh,STAT3 activator,STAT1 act,TLR4-MyD88 BLA,Diaph inh CS
CCn1c(SCC(=O)Nc2ccccc2F)nc2c(c1=O)SC(C)C2 (centres undefined),-0.3,4.2,9.3,8.3,0.9,7.3,97.9,96.2,-0.9,11.8
O=C(CCN1C(=O)c2ccc([N+](=O)[O-])cc2C1=O)Nc1nccs1,0.2,-0.4,-9.4,0.0,0.9,7.4,98.3,100.0,-5.8,9.6
O=C1C(=C2CCCCC2)SC(=S)N1Cc1ccco1,0.3,18.4,20.1,1.7,0.8,-14.6,113.7,82.9,4.9,15.9
COc1ccc(OCC(O)CN2C(=O)NC(C)(C)C2=O)cc1 (centres undefined),-0.2,-4.4,8.7,-1.1,0.8,5.3,101.7,104.0,9.9,17.5
CC(=O)Cc1nsc(NC(=O)c2c(-c3ccccc3Cl)noc2C)n1,-0.1,-6.3,5.4,10.5,0.9,-0.4,103.8,105.9,-3.3,12.5
Cc1cc(C)cc(-c2nnc(SCC(=O)NCc3cccs3)o2)c1,-0.1,3.5,-10.5,-31.9,0.8,-4.7,103.7,96.8,9.7,23.9

# (more compounds)
SMILES,Hsp70 act,STAT1 inh,APP 5UTR inh,G6PDH CS,Diaph act CS,STAT3 inh,STAT3 activator,STAT1 act,TLR4-MyD88 BLA,Diaph inh CS
O=C(O)/C(=C1/OC(=O)c2ccccc21)c1ccccc1,-0.1,1.6,-10.3,-0.3,1,16.4,87.8,98.6,0.4,-1.8
O=C1c2ccccc2C(=O)N1CCCC(=O)N1CCc2ccccc21,-0.4,8.5,6.5,3.0,1,13.5,88.8,90.7,1.4,0.4
COc1cc(OC)c(C(=O)Nc2ccccc2-c2ccccc2)cc1OC,-0.4,-0.3,23.8,-20.4,0.7,1.9,103.1,100.3,-14.0,31.2
O=C(NC1CCc2ccccc21)C12CN(Cc3ccccc3)CC1C(c1cccc([N+](=O)[O-])c1)=NO2 (centres undefined),-0.1,-3.0,-9.4,7.0,1,2.7,101.8,102.8,-5.9,1.8
Cc1oc2ccc(O)cc2c1C(=O)OC(C)C,-0.1,0.4,22.5,2.2,0.9,23.0,83.3,99.6,6.8,12.9
O=C1C2C3C=CC(CC3)C2C(=O)N1/N=C/c1ccc(O)c(O)c1 (centres undefined),-0.5,-7.0,-1.9,6.3,0.7,-5.9,107.9,106.3,-0.7,32.4
CCC(=O)Nc1ccc(NC(=O)CSc2nnnn2CC)cc1C,0.3,0.0,4.4,-5.5,0.9,-4.7,106.1,100.0,-3.4,10.7
CCOc1cc(/C=C2\SC(=O)N=C2N)ccc1O,-0.3,5.9,5.8,5.6,0.8,2.9,95.6,94.7,-2.1,23.8
COc1cccc(-c2cc(C(F)(F)F)nc(N3CCC(C)CC3)n2)c1,-0.3,-1.0,-20.2,7.8,0.9,9.9,96.0,100.9,1.8,6.8
Fc1ccccc1-c1nc(-c2ccccc2)no1,-0.2,-33.1,-157.1,9.4,0.9,31.2,75.7,130.4*,-5.1,8.7
C=CCNC(=O)COc1c(C)ccc(C)c1C,0.0,-6.7,5.6,3.9,0.9,-2.9,107.1,104.3,-5.1,11.4
Cc1cc(C)cc(NC(=O)CC2NCCNC2=O)c1 (centres undefined),0.0,-4.5,x,4.9,0.9,1.3,99.0,104.7,-11.3,14.1
CCOC(=O)Cc1csc(NC(=O)c2ccc(NC(C)=O)cc2)n1,0.2,-6.6,-14.6,7.4,0.9,2.5,99.1,102.1,2.2,5.3
